# Source: PubChem BioAssay
# INS-1E GSIS act: GLuc luminescence reporter in INS-1E cells, primary screen for activators of glucose-dependent secretion of insulin; INS-1E GLuc reporter insulin secretion, 2-3 h; activation, % at 16.6 µM; 0.61% of 370,000 active;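 active means lowest replicate activation of at least 40%, so every replicate reaches that level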;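 further: 0% = median of neutral control wells and 100% = median of IBMX positive control wells; some compounds called inactive have numbers as strong as hits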
# Statin myotox sup: suppressors of statin myotoxicity in C2C12 myotubes, primary screen, cell-based, single point, plate reader. C2C12 myotubes + simvastatin, ATP luminescence, 48 h; scaled: DMSO 0, geranylgeraniol control 100. 0.78% of 330,000 active. rescue of ATP level, % at 7.49 µM;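 active means mean ATP rescue above about 67%, or every replicate alone reaching that limit, limit read from the data, passing the limit was not always enough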;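 further: myotubes were challenged with 10 µM simvastatin during compound exposure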
# PglD DTNB: C. jejuni PglD acetyltransferase inhibitors, primary screen, biochemical, DTNB colorimetric, single point; inhibition, % at 12.5 µM; UDP-N-acetylbacillosamine N-acetyltransferase PglD (Campylobacter jejuni); 0.098% of 360,000 active; purified PglD enzyme, DTNB colorimetric CoA detection; in the data active means inhibition above about 16%, passing the limit was not always enough; further: strong numbers were not always called active
# miR122 inh: miR-122 Renilla sensor signal increase in Huh7, primary screen, miR-122 inhibitor project, cell-based, single point, plate reader. Huh7 miR-122 Renilla luciferase sensor, 48 h; neutral wells = 0, positive control = 100. activation (reporter increase), % at 12.5 µM. 0.3% of 340,000 active;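 active means mean replicate activation score at least 90 and every replicate individually at or above 90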;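 further: higher luciferase means less miR-122 activity so hits act as miR-122 inhibitors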
# PGC1a acetyl inh: inhibitors of PGC1a acetylation signal, primary screen, cell-based, U2OS, AlphaScreen, inhibitor mode; inhibition, % at 15.6 µM; AID 651687, 2012; 0.17% of 350,000 active; AlphaScreen anti-acetyl-lysine; with virally co-expressed GCN5 acetyltransferase;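 active means every replicate shows inhibition of at least 40%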;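 further: 0% = neutral control wells and 100% = positive control wells; some results beyond the cut were filed as inactive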
# Cneo AK release: Cryptococcus neoformans cell lysis inducers, primary screen, AK release luminescence, single concentration | 0.2% of 360,000 active | lysis activity, % at 15 µM | C. neoformans lysis, adenylate kinase release luminescence, 4 h; normalised: neutral wells 0, clomiphene wells 100 | AID 651654, 2012;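 active means mean lysis activity across replicates of at least 80%, whatever share of replicates individually reach that level; inactive means mean lysis activity below 80%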
#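 Schedule: static 4 h at 37 °C with compound, 1 h detection; system: C. neoformans cells; benchmarks: Clomiphene as positive control; buffer or medium: fresh YPD medium; measure: luminescence rise reflecting yeast cell lysis; measured by: luminescent adenylate kinase detection reagent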
# FN deposition inh: inhibitors of fibronectin matrix deposition, primary screen, AH1F cells, Alexa488-fibronectin fluorescence, plate reader; AH1F fibroblasts, overnight; inhibition, % at 12.6 µM; 0.086% of 350,000 active;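 active means mean inhibition across replicates of 30% or more, regardless of how many single replicates reach that level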;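 further: positive control wells lacked labelled fibronectin entirely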
#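 Assay system: AH1F fibroblasts / Quantity: 10000 cells per well / Medium: DMEM plus 2% serum, read in PBS / Reagent: labelled fibronectin 24 nM / Dosing: single dose, pinned / Times: 1 h cell attachment, overnight exposure to compound and label / Signal: fluorescence, ex 485 nm, em 525 nm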
# CFTR F508del cor: F508del CFTR correction, initial screen, CFBE line, single point; CFBE cells, YFP halide quenching; stimulated with forskolin plus potentiator P3; % fluorescence drop versus neutral controls; activity (quench increase), % at 7.58 µM; 0.36% of 350,000 active; AID 720511, 2013;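 active means mean added fluorescence quench of at least 8% versus neutral control, with both replicates also reaching 8%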;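 further: cells transiently co-express mutant CFTR-F508del with the halide-sensitive YFP; corrector assay measuring rescue of mutant channel to the surface after 24 h compound exposure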
# * hit, by the source's call; · = not tested or not shown; & = joins results of further samples; [ ] = remark or other dose.
SMILES,INS-1E GSIS act,Statin myotox sup,PglD DTNB,miR122 inh,PGC1a acetyl inh,Cneo AK release,FN deposition inh,CFTR F508del cor
CN1C(=O)c2cc(NS(=O)(=O)c3ccc(Cl)cc3)ccc2OC[C@@H]2O[C@H](CC(=O)N3CCc4ccccc4C3)CC[C@H]21,-7,109*,0,-33[16.7 µM],-18,-5,5,2.6
O=S1(=O)N=C(N/N=C/C=C/c2ccccc2)c2ccccc21,4,·,4,-2,6,·,7,·
COc1ccc2c(c1)[C@H]1[C@H](CO2)[C@H](c2ccccc2)[C@]2(C)C(=O)Nc3cc(OC)c(OC)cc3C(=O)N12,-17,-1,-6,-5,10,-2,5,-10
CN(C)CC#Cc1ccc([C@H]2[C@@H](CO)N3CCCCN(C(=O)Nc4ccccc4F)C[C@H]23)cc1,13,2,-2,8[16.7 µM],-19,58,·,2.0
C[C@@H]1CN([C@@H](C)CO)C(=O)Cc2cc(NS(=O)(=O)c3cn(C)cn3)ccc2O[C@@H]1CN(C)Cc1ccc(C(=O)Nc2ccccc2N)cc1,0,-22,-4,-5[16.7 µM],3,-1,-8,-1.6
CSc1ccccc1OCc1cc(C(=O)N2CCCC2c2nonc2C)no1 (stereo not drawn),-11,1,0,-1,-1,1,7,1.3
COc1ccc(CN(C)C[C@@H]2Oc3ccc(NC(=O)Cn4cnnn4)cc3C(=O)N([C@@H](C)CO)C[C@H]2C)cc1,8,21,-4,0[16.7 µM],0,-3,·,1.4
CCCc1nnc(SCC(=O)Nc2cc(C)on2)n1CCOC,-4,-23,2,-2,3,-2,0,-1.3
CCC(=O)Nc1nc2nc(-c3ccccc3)cc(=O)n2[nH]1,5,5,·,-5,-1,·,2,-2.1
O=C(NCc1ccccc1Cl)c1ccc2ccccc2n1,6,14,-4,8,2,-3,3,2.2
Cc1nn(Cc2ccccc2)c(C)c1NC(=O)Cn1nc([N+](=O)[O-])c(Cl)c1C,2,-6,-1,-6,0,2,·,·
CC(C)NC(=O)N[C@H]1C=C[C@@H](CC(=O)NC2Cc3ccccc3C2)O[C@@H]1CO,4,-10,2,·,-4,1,-8,-1.8
CCOC(=O)c1cc2c(s1)-c1ccccc1CC2,·,·,-7,10,27,-3,·,·
C=CCNc1ncnc2sc(SC)nc12,-2,13,0,-5,·,-1,5,-1.7
CCc1ccc(C(O)c2ncc(-c3cccc(C)c3)[nH]2)cc1 (stereo not drawn),-5,·,-9,·,·,-1,4,1.2
C[C@H]1CN([C@@H](C)CO)C(=O)Cc2cc(NC(=O)CCCCCC(=O)Nc3ccccc3N)ccc2O[C@H]1CN(C)Cc1ccc2c(c1)OCO2,13,47,-32,61[16.7 µM],11,94*,·,3.9
COc1ccc(C(=O)Nc2cccc(C(=O)N3CCCCC3)c2)cc1,1,-1,-2,4,·,-2,-5,0.4
CCCCNC(=S)N(CCN(CC)CC)Cc1cc2cc3c(cc2[nH]c1=O)OCO3,-10,-6,4,-2,0,1,-1,1.7
COc1ccccc1CN1CCCC(CN(CCN(C)C)C(=O)C2CCCC2)C1 (stereo not drawn),·,-6,8,-4,-8,3,3,-2.1
O=S(=O)(Nc1cccc(-n2cnnn2)c1)c1ccc(Cl)nc1,-13,4,1,3,-1,2,2,5.2
CCc1ccc(C(=O)COC(=O)CNC(=O)COc2ccccc2)cc1,·,·,·,4,2,1,4,·
COc1ccccc1CN1CC[C@@H]2[C@@H](CO)Nc3ccc(-c4ccc(C(=O)N(C)C)cc4)cc3[C@@H]21,-2,-5,8,-18[16.7 µM],-3,1,-1,4.7
C[C@@H]1CN([C@H](C)CO)C(=O)CCCn2cc(nn2)CO[C@@H]1CN(C)S(=O)(=O)c1ccc2c(c1)OCCCO2,1,5,0,-3[16.7 µM],8,1,6,1.4
CCOC(=O)N1CCN(Cc2cc(=O)oc3ccc(Cl)cc23)CC1,·,2,-6,-5,14,4,3,·
C[C@@H]1CN([C@H](C)CO)S(=O)(=O)c2ccc(-c3ccccc3)cc2O[C@H]1CN(C)Cc1cccnc1,-29,-104,-5,12[16.7 µM],-13,2,7,2.6
# Remaining list, next part:
SMILES,INS-1E GSIS act,Statin myotox sup,PglD DTNB,miR122 inh,PGC1a acetyl inh,Cneo AK release,FN deposition inh,CFTR F508del cor
COc1ccc(NC(=O)CN2CCN(CC(=O)Nc3ccc(OC)cc3)CC2)cc1,0,-18,6,-2,4,-7,-1,2.2
O=C(NN=C(c1ccccc1)c1ccccc1)C(CCl)C1CCCCC1 (stereo not drawn),-7,-6,0,-2,-20,1,-3,-2.5
O=C(C[C@H]1CC[C@H]2[C@@H](COC[C@H](O)CN2C(=O)c2ccccc2F)O1)N1CCCCC1,30,-3,-3,-2[16.7 µM],-4,-1,8,0.2
C/C(=N\NC(=O)c1ccc(NS(=O)(=O)c2cccs2)cc1)c1ccncc1,·,6,0,0,-3,4,0,1.9
CCN(CC(=O)NCc1cccs1)C(=O)CCc1c[nH]c2ccccc12,-1,9,2,2,-11,-2,7,3.6
O=C(Nc1ccc(NC(=O)c2ccccc2Cl)nc1)c1ccncc1,3,-1,3,-11,-2,0,0,6.8
C[C@@H]1CN([C@H](C)CO)C(=O)c2cccc(NS(=O)(=O)c3ccc(Cl)cc3)c2O[C@H]1CN(C)C(=O)Nc1ccc(C(F)(F)F)cc1,-6,10,-3,6[16.7 µM],-2,-2,·,-4.2
Cc1nn(S(=O)(=O)c2ccccc2)c(C)c1S(=O)(=O)N1CCC(C)CC1,-1,3,5,3,-7,4,-8,0.1
COc1ccc(S(=O)(=O)Nc2cccc3c2O[C@H](CN(C)C)[C@@H](C)CN([C@@H](C)CO)C3=O)cc1,0,11,-3,17[16.7 µM],5,-5,·,-1.5
COc1c(OC(C)=O)ccc(/C=C/c2ccc3ccccc3n2)c1[N+](=O)[O-],6,-59,4,1,-7,-25,·,0.9
CC(C)NC(=O)N(C)C[C@H]1Oc2ccc(NC(=O)CCN3CCOCC3)cc2C(=O)N([C@@H](C)CO)C[C@H]1C,14,9,-2,-1[16.7 µM],-10,-1,·,-1.5
CCN(Cc1ccccc1)C(=O)CN1C(=O)COc2ccc(S(=O)(=O)NC3CCCC3)cc21,-8,0,0,10,-2,-1,1,3.8
Cc1c(C#N)c(N=CN(C)C)c(C(=O)c2ccccc2)n1-c1ccccc1,-8,1,-5,2,-1,2,·,·
COc1ccc(-c2nsc(SCC(=O)Nc3cc(C)on3)n2)cc1,·,·,-1,2,·,1,-3,·
CCOC(=O)C1(C)C=C(Nc2ccc(OCC)cc2)C(=O)N1c1ccccc1 (stereo not drawn),-21,1,-4,-1,·,0,-3,1.5
COc1ccc(NC(=O)N(C)C[C@@H]2Oc3ncc(C#Cc4ccc(OC)c(OC)c4)cc3C(=O)N([C@H](C)CO)C[C@@H]2C)cc1,-19,38,-7,-11[16.7 µM],-15,-3,·,-4.2
C[C@H]1CCCCO[C@@H](CN(C)C(=O)Nc2ccc(C(F)(F)F)cc2)[C@@H](C)CN([C@@H](C)CO)C(=O)c2cc(NC(=O)Cc3ccccc3)ccc2O1,3,·,-2,4[16.7 µM],24,-2,·,1.0
COc1ccc(C(C(=O)NC(C)(C)C)N(C(=O)Cn2nnc3ccccc32)c2cccc(C(C)=O)c2)cc1O (stereo not drawn),-10,·,·,·,3,·,0,0.2
O=c1c2ccccc2cnn1Cc1n[nH]c(=S)n1-c1ccc(F)cc1,8,·,·,·,11,·,-4,0.7
C/C(=N\NC(=O)OC(C)(C)C)c1ccccc1Br,3,·,·,·,-4,·,-5,-1.4
CCOC(=O)c1c(S(=O)(=O)N(C)C2CCCCC2)c(C)n(C)c1C,17,1,-2,69,2,2,-9,1.8
OC[C@H]1[C@H](c2ccccc2)C2(CN(Cc3cccnc3)C2)N1Cc1ccncc1,1,·,·,·,-6,·,3,-1.4
Cc1cc(C)c(S(N)(=O)=O)c(C)c1N(C)S(=O)(=O)c1ccc(Cl)cc1,-14,-6,5,16,·,-2,2,0.2
CCOC(=O)N1CCN(c2ccc(S(=O)(=O)N3CCC(C)CC3)cc2[N+](=O)[O-])CC1,-44,5,0,-11,-21,-2,2,3.2
COc1ccc(S(=O)(=O)N(C)C[C@@H]2Oc3ncc(Br)cc3C(=O)N([C@H](C)CO)C[C@@H]2C)cc1,2,5&-13,-1&4,7&5[16.7 µM],-3&0,-1&2,-9,-0.4&-0.4

# Single records, as listed above. Order of screens: INS-1E GSIS act	Statin myotox sup	PglD DTNB	miR122 inh	PGC1a acetyl inh	Cneo AK release	FN deposition inh	CFTR F508del cor
# CC(C)NC(=O)N(C)C[C@H]1Oc2ccc(NC(=O)CCN3CCOCC3)cc2C(=O)N([C@@H](C)CO)C[C@H]1C as listed: 14	9	-2	-1[16.7 µM]	-10	-1	·	-1.5
# COc1ccc(NC(=O)CN2CCN(CC(=O)Nc3ccc(OC)cc3)CC2)cc1 as listed: 0	-18	6	-2	4	-7	-1	2.2

# Remaining list, next part
SMILES,INS-1E GSIS act,Statin myotox sup,PglD DTNB,miR122 inh,PGC1a acetyl inh,Cneo AK release,FN deposition inh,CFTR F508del cor
COC(=O)[C@@H](Cc1c[nH]c2ccccc12)NC(=O)CCC(=O)c1ccc(Br)cc1,-10,2,-4,-1,10,3,7,0.0
COc1ccc(/C(C)=N/Nc2nc(C)c(C(C)=O)s2)cc1,-10,-20,-3,-4,·,-1,6,-0.2
C[C@@H]1CCCCO[C@H](CN(C)C(=O)NC2CCCCC2)[C@@H](C)CN([C@@H](C)CO)C(=O)c2cc(NS(=O)(=O)c3cn(C)cn3)ccc2O1,1,10,-2,3[16.7 µM],·,0,·,-1.6
CCn1c(SCC(=O)N(C)C2CCS(=O)(=O)C2)nnc1-c1cccs1 (stereo not drawn),9,8,·,-2,·,·,3,-0.1
COc1ccc(S(=O)(=O)NCCSCc2cccs2)cc1,·,-1,0,-5,-9,-4,-11,·
COc1ccccc1-c1ccc(C2[C@H]3CNC[C@@H]2N3S(=O)(=O)c2ccccc2OC)cc1 (stereo partly drawn),-13,·,·,·,3,·,-2,0.2
Cc1noc(C)c1NC(=O)N(C)C[C@@H]1Oc2ncc(C#CC3CCCCC3)cc2C(=O)N([C@H](C)CO)C[C@H]1C,-10,7,-1,-10[16.7 µM],-6,-3,3,1.3
C[C@@H]1CN([C@H](C)CO)C(=O)c2cc(N(C)C)ccc2O[C@H]1CN(C)Cc1ccc(C(F)(F)F)cc1,-19,-18,0,1[16.7 µM],2,0,-4,1.3
O=Cc1ccc(-c2cccc(C(=O)O)c2)o1,3,14,1,-4,19,4,-2,-2.4
O=C(C[C@@H]1CC[C@@H](NC(=O)c2ccccc2)[C@H](CO)O1)NCc1ccncn1,3,3,2,·,6,12,-1,-0.7
COc1cccc(N=CC2=C(O)CC(C)(C)CC2=O)c1,31,·,13,-9,-4,3,·,·
O=C(c1ccc(CSc2nc3ccncc3[nH]2)cc1)N1CCCCCC1,-32,-7,-4,-1,2,-11,-6,2.5
C[C@@H]1CCCCO[C@H](CN(C)C(=O)Nc2ccc(F)cc2)[C@@H](C)CN([C@@H](C)CO)C(=O)c2cc(NC(=O)c3ccccc3)ccc2O1,-14,·,-1,7[16.7 µM],-1,-3,·,-2.8
COc1ccc(-n2c(C)nc3cc(C(=O)NCc4ccco4)ccc32)cc1,-8,12,3,-2,-7,-2,·,·
